JMJD2A Tudor = JMJD2A Tudor domain (human) inhibition. AID 504339. Potency, µM (top dose mostly 114 µM), without a hit: at the top dose activity change, negative = inhibition, most hits filed as inhibitors. 390,000 tested, 4.4% active. AlphaScreen JMJD2A-Tudor / H3K4me3 peptide binding; further: potency means the concentration at half of the fitted maximal effect; on the % scale 0 is the no-effect control and ±100 the full control effect; nearly all actives have a fitted effect of over 50% in size
12-LOX inh = blocks human arachidonate 12S-lipoxygenase; P18054; purified 12hLO, xylenol orange hydroperoxide absorbance; Potency, µM (highest dose often 108 µM), for inactives: at the highest dose activity change, negative = inhibition, usual class: inhibitors; 580,000 tested, 1.1% active; AID 1671190; further: potency means the concentration at half of the fitted maximal effect; on the % scale 0 is the no-effect control and ±100 the full control effect
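Purified human 12hLO at 150 nM in 25 mM Hepes, 0.01% Triton X-100, pH 7.0, preincubated 15 min at room temperature with compound. Reaction started with 40 uM arachidonic acid, 30 min at room temperature. Hydroperoxide measured by Fe-xylenol orange, 573/405 nm absorbance ratio.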
PI4K2A inh = blocks human PI4K2A kinase activity; purified PI4K2A, ADP-Glo luminescence, 1 h; active compounds read low; AID 1346378; 420,000 tested, 0.13% active; activity change, negative = inhibition, % at 76.9 µM; Q9BTU6; in the data active means activity change below about -50%; inconclusive means mostly about -30% to -49%;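 further: -100% = wells without enzyme as full effect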
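In this quantitative HTS, ADP production by PI4K2A was quantified luminescently after 1 h at ambient temperature; 100 microM adenosine served as plate-quality control.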
RGS4 inh = blocks human RGS4-accelerated GTP hydrolysis; Transcreener GDP fluorescence polarization, RGS4-accelerated GTP hydrolysis; Potency, µM (doses to about 114 µM), for the others: at the highest dose activity change, negative = inhibition, hits mostly inhibitors; 390,000 tested, 0.039% active; AID 504845; further: potency means the concentration at half of the fitted maximal effect; on the % scale 0 is the no-effect control and ±100 the full control effect; nearly all actives have a fitted effect of over 75% in size; some results filed as inactive show a strong effect at the top dose
Target sequence (P49798 whole entry, looked up): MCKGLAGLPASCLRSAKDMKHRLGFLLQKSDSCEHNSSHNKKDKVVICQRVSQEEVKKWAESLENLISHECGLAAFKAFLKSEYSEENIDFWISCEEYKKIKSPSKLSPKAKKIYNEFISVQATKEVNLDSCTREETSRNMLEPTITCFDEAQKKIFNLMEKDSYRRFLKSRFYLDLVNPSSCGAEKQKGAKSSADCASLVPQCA
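MLSMR compounds (23 nl, pin-transferred) preincubated 10 min at room temperature with a 500nM (2x) first reagent, then RGS4 at 900nM (2x) plus Transcreener GDP mix added; fluorescence polarization (620/688 nm) read before and after 90 min at 30 °C.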
GLS inhibitor = blocks human kidney-isoform glutaminase activity. 410,000 tested, 0.21% active. Potency, µM (titrated, usually from 45.5 µM), without a hit: at the highest dose activity change, negative = inhibition, most hits filed as inhibitors. AID 624170. GLS enzymatic activity, qHTS titration. O94925; further: potency means the concentration at half of the fitted maximal effect; on the % scale 0 is the no-effect control and ±100 the full control effect
Target sequence (O94925 whole entry, looked up, canonical isoform): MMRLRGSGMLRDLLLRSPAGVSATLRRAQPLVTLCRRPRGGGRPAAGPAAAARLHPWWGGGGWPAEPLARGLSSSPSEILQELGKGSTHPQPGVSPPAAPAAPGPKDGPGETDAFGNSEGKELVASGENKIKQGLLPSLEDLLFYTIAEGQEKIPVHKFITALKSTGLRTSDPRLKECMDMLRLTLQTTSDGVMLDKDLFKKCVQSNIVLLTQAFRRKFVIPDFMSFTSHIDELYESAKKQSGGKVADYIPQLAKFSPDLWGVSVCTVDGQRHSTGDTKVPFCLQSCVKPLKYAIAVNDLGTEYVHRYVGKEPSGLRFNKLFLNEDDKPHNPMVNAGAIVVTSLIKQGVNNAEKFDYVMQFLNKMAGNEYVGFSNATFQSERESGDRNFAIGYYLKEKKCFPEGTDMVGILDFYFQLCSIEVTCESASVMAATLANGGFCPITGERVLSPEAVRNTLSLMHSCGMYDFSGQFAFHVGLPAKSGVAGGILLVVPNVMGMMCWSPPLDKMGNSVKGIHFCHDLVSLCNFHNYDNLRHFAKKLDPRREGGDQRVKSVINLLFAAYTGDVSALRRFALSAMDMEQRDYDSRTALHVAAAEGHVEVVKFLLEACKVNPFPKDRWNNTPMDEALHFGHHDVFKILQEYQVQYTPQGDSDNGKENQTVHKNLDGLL
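hKGA; 45 mM KH2PO4 pH 8.2 + 0.02% Tween-20; cpd via pin tool; 1 mM Gln soln; GluOx/HRP/Amplex Red; RT 30 min; fluor. t0 & final.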
ERG-DNA inh = inhibitors of human ERG Ets domain-DNA interaction; fluorescence polarization, His-ERG Ets domain / labelled DNA; 370,000 tested, 0.028% active; P11308; Potency, µM (highest dose often 76.9 µM), for the others: at the highest dose FP activity, negative = inhibition, usual class: inhibitors; active means well fitted inhibition curve with a large enough effect in the polarisation, with a control signal flat; inconclusive means small, poorly fitted or top-dose-only effect, or effect the other way, or a change in a side signal; inactive means no such curve, though single readings can be large or run the other way; the % refers to the polarisation;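 further: polarization taken with two DNA probes labelled with fluorescein and Texas red; potency means the concentration at half of the fitted maximal effect; % of control where 0% means no effect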
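His-tagged ERG Ets domain (1 uM in the protein solution; 300mM KCl, 50mM Tris-HCl, 1mM EDTA, 1mM DTT, pH 7.5) received compound, then a probe mix of 5 nM fluorescein-DNA and 100nM Texas-615-DNA. Fluorescence polarization was read for both dyes.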
HP1b chromo inh = blocks HP1-beta chromodomain binding to methylated histone tails; P83916; AlphaScreen HP1-beta / biotin-H3K9me3 peptide binding; Potency, µM (titrated, usually from 114 µM), without a hit: at the top dose activity change, negative = inhibition, usual class: inhibitors; 390,000 tested, 0.56% active; AID 540317; further: potency means the concentration at half of the fitted maximal effect; nearly all actives have a fitted effect of over 70% in size; inactives centre near 23
Target sequence (P83916 whole entry, looked up): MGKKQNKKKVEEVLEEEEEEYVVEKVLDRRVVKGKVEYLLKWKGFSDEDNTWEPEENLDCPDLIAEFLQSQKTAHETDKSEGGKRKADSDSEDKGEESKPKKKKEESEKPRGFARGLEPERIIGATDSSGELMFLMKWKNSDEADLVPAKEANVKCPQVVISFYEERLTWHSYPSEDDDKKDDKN
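AlphaScreen: HP1-beta (50 nM) preformed 30 min with biotin-H3(1-18)K9me3 peptide (50 nM) in PBS pH 7.4, 0.01% Tween-20. Compound added for 30 min at RT, then streptavidin donor/nickel chelate acceptor beads (10 ug/mL) for 30 min.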
G9a block = inhibitors of human histone lysine methyltransferase G9a; Q96KQ7; G9a H3K9 monomethylation, AlphaScreen, 2 h; Potency, µM (doses to about 102 µM), for inactives: at the top dose activity, negative = inhibition, actives largely listed as inhibitors; 350,000 tested, 8.8% active; AID 504332; further: potency means the concentration at half of the fitted maximal effect; on the % scale 0 is the no-effect control and ±100 the full control effect; nearly all actives have a fitted effect of over 75% in size
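Enzyme 20 nM + cpd, 15 min RT; add b-H3K9 pep 500 nM / SAM 20 uM; 2 h RT; anti-H3K9me1 Ab 0.5 ug/mL + SA donor / anti-rabbit acceptor beads 20 ug/mL each, 10 min; AlphaScreen read.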
BAZ2B inh = blocks human BAZ2B; AID 504333; 360,000 tested, 4.4% active; Potency, µM (series often up to 114 µM), inactives show top-dose activity change, negative = inhibition, actives largely listed as inhibitors; AlphaScreen BAZ2B-H3K14Ac peptide displacement; further: potency means the concentration at half of the fitted maximal effect; on the % scale 0 is the no-effect control and ±100 the full control effect; nearly all actives have a fitted effect of over 60% in size
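AlphaScreen luminescence quantifies BAZ2B engagement of H3K14Ac peptide; the protein and biotinylated peptide are both at 50 nM final, buffer PBS pH 7.4 with 0.01% Tween-20, all steps at room temperature.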
The depositor's hits bear a star; ? = inconclusive; · = not tested or not shown; & = joins results of further samples; [ ] = another dose, or the depositor's remark. Unless noted, the call rests on the fitted dose curve; in most records, active means well fitted curve in the direction sought with a large enough effect; inconclusive means small, poorly fitted or top-dose-only effect, or another doubt; inactive means no such curve, though single readings can be large; an effect the other way counts as inactive or inconclusive. Some of the compounds tested; count on the stated rates, not on these rows.

A first look, 5 compounds:
Under each structure: JMJD2A Tudor | 12-LOX inh | PI4K2A inh | RGS4 inh | GLS inhibitor | ERG-DNA inh | HP1b chromo inh | G9a block | BAZ2B inh
> CC(=O)c1ccc(N2CCN(S(=O)(=O)c3cn(C)cn3)CC2)cc1
    -8% | -12% | 3 | -8%[11.4 µM] | 3% | -9% | 35% | 5% | -6%[57.1 µM]
> O=C(COC(=O)C1CCN(S(=O)(=O)c2cccs2)CC1)Nc1ccc(F)cc1Cl
    -17% | -11% | 2 | 6% | -2% | 0% | 13% | · | ·
> COc1ccc(S(=O)(=O)Nc2ccc(O)c3ccccc23)cc1
    32µM* | -39% | -16 | ? | 9% | -3% | ? | ? | 40µM*
> COc1ccc(NC(=O)CCN2CCCCC2)cc1
    -6% | 6% | 2 | -1% | 7% | · | 19% | -2%[2.33 µM] | 5%
> FC(F)(F)c1ccc(-c2noc(CN3CCCN(C4CCCCC4)CC3)n2)cc1
    -15% | ? | 8 | -17% | 7% | -4% | 34% | -4% | -14%

The list itself (from the top)
Under each structure: JMJD2A Tudor | 12-LOX inh | PI4K2A inh | RGS4 inh | GLS inhibitor | ERG-DNA inh | HP1b chromo inh | G9a block | BAZ2B inh
> CC(=O)c1ccc(N2CCN(S(=O)(=O)c3cn(C)cn3)CC2)cc1
    -8% | -12% | 3 | -8%[11.4 µM] | 3% | -9% | 35% | 5% | -6%[57.1 µM]
> O=C(COC(=O)C1CCN(S(=O)(=O)c2cccs2)CC1)Nc1ccc(F)cc1Cl
    -17% | -11% | 2 | 6% | -2% | 0% | 13% | · | ·
> COc1ccc(S(=O)(=O)Nc2ccc(O)c3ccccc23)cc1
    32µM* | -39% | -16 | ? | 9% | -3% | ? | ? | 40µM*
> COc1ccc(NC(=O)CCN2CCCCC2)cc1
    -6% | 6% | 2 | -1% | 7% | · | 19% | -2%[2.33 µM] | 5%
> FC(F)(F)c1ccc(-c2noc(CN3CCCN(C4CCCCC4)CC3)n2)cc1
    -15% | ? | 8 | -17% | 7% | -4% | 34% | -4% | -14%
> CNc1nc2sc3c(c2c(=O)n1C)CC(C)(C)SC3
    -28% | ? | 2 | -15% | 14% | -7% | 11% | 12% | ?
> COc1ccc(S(=O)(=O)N2CCC(C(=O)NC3CCCC3)CC2)cc1C
    1% | -6% | 4 | 3% | 7% | 3% | 14% | 17% | 4%
> CN1C(C(=O)NCCc2cccs2)CC2Cn3c(nc4ccccc43)C21 (stereo not drawn)
    -1% | 6% | 4 | -6% | 1% | 2% | 40%[activator] | 1%[12.7 µM] | -1%
> CCCCCCn1c(N)c(C#N)c2ccc([N+](=O)[O-])cc2c1=O
    -14% | ? | 6 | -19% | -10% | -11% | 41%[activator] | -10%[12.7 µM] | -18%
> CCCCN(CC)CCCNC(=O)c1ccc(CS(=O)(=O)c2ccccc2C)o1
    3% | -2% | 16 | -38% | -10% | 0% | 20% | 14% | 6%
> COc1ccc(OC)c(NC(=O)CN2C(=O)COc3ccc(S(=O)(=O)N4CCCC4)cc32)c1
    -25% | -7% | -3 | -1% | 3% | 7% | 16% | -11% | -21%
> CCCCC(=O)Nc1nnc(S(=O)(=O)N(C)Cc2ccccc2)s1
    -8% | 3% | 4 | -30% | -1% | 1% | 35% | -32%[59 µM] | 2%
> CC(=O)Nc1ccc(Cl)cc1C(=O)O
    -17% | -13% | 3 | 15% | 3% | 2% | 23% | -24%[59 µM] | -10%
> COc1ccccc1NC(=O)c1cccc(N2C(=O)C3C4C=CC(C4)C3C2=O)c1 (stereo not drawn)
    -17% | 4% | 11 | 31%[11.4 µM] | 1% | -4% | 30% | -1% | -3%[57.1 µM]
> Cc1cc(N/N=C/c2ccc(O)cc2O)c2ccccc2n1
    -8% | -27% | -1 | -16% | 39%[activator] | 0% | 83%[activator] | -2% | -26%
> NC(=O)c1cccc(S(=O)(=O)N2CC(c3ccccc3)CC2=O)c1 (stereo not drawn)
    -3% | 213%[activator] | 0 | -28% | 1% | -3% | 35% | ? | 2%
> CCOc1ccc(CCNS(=O)(=O)c2c(C)nc3sc(C)cn3c2=O)cc1OCC
    -3% | 3%&-30% | 0 | 0% | 2% | 0% | 61%[activator] | -8%[59 µM] | -14%
> CCN(CC)C(=O)Cn1c(=O)n(-c2ccc(CC(=O)NCc3ccccc3)cc2)c(=O)c2sccc21
    14% | -15% | 1 | 2% | 3% | -3% | 49%[activator] | 29%[59 µM] | -1%
> CN1C(=O)NC(c2ccccc2)C2=C1CN(Cc1ccco1)C2=O (stereo not drawn)
    -15% | -17% | -4 | 2% | -12% | 12% | 27% | ? | 10%
> CC(Sc1nc2ccccc2c(=O)n1CC1CCCO1)C(=O)Nc1ccc(S(N)(=O)=O)cc1 (stereo not drawn)
    -18% | 6% | -5 | -18% | -1% | -10% | 16% | -45%[59 µM] | 3%
> CCOC(=O)c1cnc2c(C(=O)OC)cccc2c1NCCN1CCOCC1
    -25% | 7% | 3 | 8% | -3% | 2% | 21% | -44%[59 µM] | -3%
> CC(=O)N1CCCN(Cc2cn(-c3ccc(C)cc3)nc2-c2cccc(C)c2)CC1
    -28% | -18% | 3 | -2% | 7% | 1% | 2% | -15% | -30%
> N#Cc1cccnc1N1CCN(C(=O)c2ccccc2)CC1
    46%[activator] | 1% | 3 | 21% | 8% | 16% | 41%[activator] | 24% | 0%
> Cc1c2cnn(CC(=O)NCCCN3CCCCC3)c(=O)c2c(C)n1Cc1ccccc1
    -35% | 9% | -1 | -1% | -2% | 26% | 6% | ? | -4%
> Cc1ccc(NC(=O)COC(=O)CCc2c(C)nc3nc(N)nn3c2C)cc1C
    -28% | 4% | 3 | 1% | -2% | -10% | 23% | -38%[12.7 µM] | 6%
> CCC(=O)N(C1=C(NC(C)C)C(=O)c2ccccc2C1=O)C(C)C
    -24% | -21% | -15 | 15% | -4% | -11% | 0% | 45µM* | -31%
> COc1cccc(CCc2nc3ccccc3c(=O)n2N)c1
    -10% | -11% | 6 | 6% | 6% | -9% | 24% | · | ·
> Cc1cccc(S(=O)(=O)c2cn(Cc3ccccc3)c3cc(N4CCCCC4)c(F)cc3c2=O)c1
    -2% | 4% | -10 | -2% | 2% | -2% | 18% | 2%[59 µM] | -3%
> COc1ccc(N2CCN(C(=O)CCc3c(C)nc4cc(-c5ccc(OC)cc5OC)nn4c3C)CC2)cc1
    -15% | -22% | -4 | 26% | -8% | -6% | 4% | ? | 18µM*
> Fc1ccccc1CNCCCSc1nnnn1-c1ccccc1
    -15% | -27% | -1 | 2% | -6% | 0% | 47%[activator] | -9%[59 µM] | -14%

(continued)
smiles,JMJD2A Tudor,12-LOX inh,PI4K2A inh,RGS4 inh,GLS inhibitor,ERG-DNA inh,HP1b chromo inh,G9a block,BAZ2B inh
COc1cccc(CNC(=O)CCNC(=O)C2CCN(S(=O)(=O)c3ccc(F)cc3)CC2)c1,-4%,9%,-3,13%,-5%,-5%,43%[activator],22%,-4%
COc1cc(CN2c3ccccc3C(=O)CS2(=O)=O)cc(OC)c1,-17%,-6%,1,8%,13%,3%,19%,·,·
Cc1cc(N=Nc2ccc(Cl)cc2)cc(CN2CCCC2)c1O,28µM*,?,5,-5%,28%,-12%,20µM*,·,10µM*
CCOC(=O)N1CCC(N2CCN(c3cc(C)ccc3C)CC2)CC1,-15%,6.3µM*,1,-25%,29%,4%,24%,?,-32%
CCS(=O)(=O)Nc1c(C(=O)O)[nH]c2ccccc12,89µM*,-23%,0,?,-20%,6%,-6%,50µM*,-31%
c1ccc(CNn2nnnc2-c2ccccc2)cc1,-7%,-17%,2,18%,1%,-26%,41%[activator],0%[59 µM],-6%
CCc1nc(NCCO)c(C#N)c2c1CCCC2,-15%,-8%,3,38%,-3%,7%,7%,18%[12.7 µM],-7%
Cc1cccc(NS(=O)(=O)c2ccc(C)c(C(=O)NCC(c3ccco3)N3CCCCC3)c2)c1 (stereo not drawn),-26%,0%,0,-2%,-7%,-2%,8%,?,-3%
CC1(C)CC(NC(=O)N2c3ccccc3Sc3ccccc32)CC(C)(C)N1,-18%,0%,-6,-43%,0%,6%,25%,-26%,-18%
Clc1ccc(CN2CCc3nc(Nc4ccc5c(c4)OCCO5)ncc3C2)cc1,28µM*,?,5,-16%,0%,-1%,-22%,-29%[12.7 µM],18µM*
O=C(NCCCN1CCN(c2cccc(Cl)c2)CC1)c1nnc(Cc2ccc(F)cc2Cl)o1,?,-20%,-2,8%,3%,-6%,6%,?,?
CCN(CC)C(=O)CSc1nc2ncc(Cl)cc2[nH]1,-23%,0%,-4,-25%,-1%,-2%,3%,?,-19%
COC(=O)c1ccc(OCC2c3cc(OC)c(OC)cc3CCN2C(=O)Cc2ccc(OC)cc2)cc1 (stereo not drawn),-28%,-1%,-2,8%,0%,0%,51%,?,-21%
